S3 lipid droplet = qHTS Assay for Lipid Storage Modulators in Drosophila S3 Cells | Drosophila S3 cells, BODIPY lipid droplet fluorescence, 18-24 h; cells fed with added oleic acid | Potency in µM for hits, for the others lipid storage change, negative = inhibition, % at the top dose, mostly 46.1 µM | 320,000 tested, 0.64% active | AID 2685; active means well fitted inhibition curve with a large enough effect in the signal ratio, with a control signal flat, not every such curve was filed as active; inconclusive means small, poorly fitted or top-dose-only effect, or effect the other way, or a change in a side signal; the % refers to the signal ratio
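Laser-scanning cytometry quantifies lipid droplet accumulation (500–530 nm total intensity; droplet/cell object ratio) in oleic acid-fed (400 uM added) Drosophila S3 cells treated with a concentration series. 20 uM Triacsin C defined 100% inhibition.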
S3 lipid droplet cell count max = further read-out of S3 lipid droplet, marked with its call; cell number change, %; measured here: cell count max response;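 cells counted by Cell Tracker Red CMTPX staining in the red channel; peak over a dose series mostly up to 46.1 µM; percent activity relative to internal control wells on each plate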
* hit, by the source's call; i = inactive; ? = inconclusive; / = no result given; [ ] = another dose, or the depositor's remark. On the % scale 0 is the no-effect control and ±100 the full control effect; potency means the concentration at half of the fitted maximal effect.

The first 5 records, ahead of the listing:
Order of values – S3 lipid droplet cell count max	S3 lipid droplet
- c1ccc(CCC2Cc3ccccc3N2)cc1 (configuration not stated)
  -21	10%
- O=C1C(Cl)=C(N2CCC(C(=O)O)CC2)C(=O)c2ccccc21
  /	?
- CC1Sc2n(c3ccccc3[n+]2C)N=C1c1ccccc1 (configuration not stated)
  /	?
- Nc1nc(Cl)cc(Oc2ccc(Cl)cc2)n1
  -8	14%
- Cc1c(C(=O)N2CCCC2)c(S(=O)(=O)N2CCN(c3ccccc3F)CC2)c(C)n1C
  /	?

The listing, repeating the preview:
Order of values – S3 lipid droplet cell count max	S3 lipid droplet
- c1ccc(CCC2Cc3ccccc3N2)cc1 (configuration not stated)
  -21	10%
- O=C1C(Cl)=C(N2CCC(C(=O)O)CC2)C(=O)c2ccccc21
  /	?
- CC1Sc2n(c3ccccc3[n+]2C)N=C1c1ccccc1 (configuration not stated)
  /	?
- Nc1nc(Cl)cc(Oc2ccc(Cl)cc2)n1
  -8	14%
- Cc1c(C(=O)N2CCCC2)c(S(=O)(=O)N2CCN(c3ccccc3F)CC2)c(C)n1C
  /	?
- Cc1coc2c(C)c3oc(=O)c(CCC(=O)N4CCC(C(=O)NCCCC(=O)O)(c5ccccc5)CC4)c(C)c3cc12
  -12	-13%
- O=c1[nH]cnc2c1nc(SCc1ccccc1)n2C1OC(CO)C(O)C1O (configuration not stated)
  /	?
- O=C1NC(=O)/C(=C/c2ccc(-c3cccc([N+](=O)[O-])c3)o2)S1
  /	?
- CN(c1ccc(C(=O)Nc2cccnc2)cc1)S(=O)(=O)c1ccc(Cl)cc1
  /	?
- CCOC(=O)CNC(=O)CN1C(=O)CC(c2ccco2)Sc2ccccc21 (configuration not stated)
  /	?

Ordered by length of the SMILES (high to low): five of the compounds above
Order of values – S3 lipid droplet cell count max	S3 lipid droplet
- Cc1c(C(=O)N2CCCC2)c(S(=O)(=O)N2CCN(c3ccccc3F)CC2)c(C)n1C
  /	?
- CN(c1ccc(C(=O)Nc2cccnc2)cc1)S(=O)(=O)c1ccc(Cl)cc1
  /	?
- O=c1[nH]cnc2c1nc(SCc1ccccc1)n2C1OC(CO)C(O)C1O (configuration not stated)
  /	?
- CCOC(=O)CNC(=O)CN1C(=O)CC(c2ccco2)Sc2ccccc21 (configuration not stated)
  /	?
- Nc1nc(Cl)cc(Oc2ccc(Cl)cc2)n1
  -8	14%

(continued)
Order of values – S3 lipid droplet cell count max	S3 lipid droplet
- COc1ccc(-c2ccc(C(=O)O)o2)c([N+](=O)[O-])c1
  /	?
- Cc1c2cnn(-c3ccccc3)c(=O)c2c(C)n1CCCC(=O)NCCN1CCN(C)CC1
  /	?
- CCOC(=O)Cn1c(=O)oc2cc(S(=O)(=O)Nc3cc(OCC)ccc3OCC)ccc21
  1	9%
- Cc1ccccc1N1CC(C(=O)NC2CCCC2)CC1=O (configuration not stated)
  12	15%
- Cc1cc(C)cc(C(=O)NCC(=O)OC(C)C(=O)N(C)c2ccccc2)c1 (configuration not stated)
  /	?
- CCCCCC(=O)NNC1=NCC(Cc2cccc(Cl)c2)S1 (configuration not stated)
  5	6%
- Cc1ccc(CN2C(=O)C(C)Nc3ncnc(N4CCN(c5ccccn5)CC4)c32)cc1 (configuration not stated)
  /	?
- COc1ccc(CNC(=O)Cn2cnc3c(=O)n(C)c(=O)n(C)c32)cc1
  /	i
- O=C(/C=C/c1ccccc1)N/C(=C/c1ccccc1)C(=O)NCCO
  7	0%
- COc1ccc(NC(=O)CCc2nnc3ccc(NCc4ccco4)nn23)cc1
  /	?
- CCOc1ccccc1C(=O)NC(C(=O)NCc1ccccc1OC)C(C)C (configuration not stated)
  3	-2%
- NS(=O)(=O)c1ccc(N=Nc2ccc(=O)[nH]c2O)cc1
  1	-19%
- CC(C)(O)CC[C@@H](O)[C@](C)(O)[C@H]1CC[C@@]2(O)C3=CC(=O)[C@@H]4C[C@@H](O)[C@@H](O)C[C@]4(C)C3CC[C@]12C (some centres not stated)
  -14	-9%
- CC(C)c1ccc(OCC(=O)NCCO)cc1
  -10	-10%
- Cc1ccccc1C(=O)N(Cc1nc2ccccc2c(=O)[nH]1)C1CCCC1
  -16	-19%
- Cc1ccc(C(=O)N2CC(C)OC(C)C2)c(Cl)c1 (configuration not stated)
  /	?
- COc1cccc(N(Cc2nnc3n2CCCCC3)C(=O)Nc2ccccc2F)c1
  /	?
- COc1ccc(C(C(=O)NC(C)(C)C)N(C(=O)CNC(=O)c2cccs2)c2ccc(NC(C)=O)cc2)cc1OC (configuration not stated)
  -13	-17%
- Cc1ccnc(NC(=O)COc2c(C)cc(C)cc2[N+](=O)[O-])c1
  8	4%
- O=S(=O)(c1ccc(F)c(F)c1F)N1CCN(C(=S)NC2CC3CCC2C3)CC1 (configuration not stated)
  /	?
- CC(=O)Nc1ccc(-n2c(C)c(C(C)=O)c(C(C)=O)c2C)cc1
  7	8%
- COc1ccc(N(Cc2cc3ccc(C)cc3[nH]c2=O)C(=O)C2CCCO2)cc1 (configuration not stated)
  /	?
- CN1CCN(CCCNC(=O)c2ccc(/C=C3\Oc4ccccc4N(Cc4ccc(Cl)cc4)C3=O)cc2)CC1
  /	i
- COc1cc(NC2c3ccccc3C(=O)N2Cc2ccc3c(c2)OCO3)cc(OC)c1OC (configuration not stated)
  /	?
- CCOc1ccc(CNC(=O)CCC(=O)N2Cc3cccc(OC)c3Oc3ncccc32)cc1
  /	?
- COC(=O)C(NS(C)(=O)=O)(c1c(C)[nH]c2ccccc12)C(F)(F)F (configuration not stated)
  5	3%
- COc1ccc(OCCCCN(C)Cc2ccccc2)cc1
  /	?
- COc1ccc(C(=O)Nc2nccs2)cc1
  /	?
- O=C(N[C@@H](Cc1ccccc1)C(=O)OCc1ccccc1)c1nc[nH]c1C(=O)NC(c1ccccc1)c1ccccc1
  11	4%
- CCOC(=O)c1sc(NC(=O)c2cc3n(n2)C(C(F)(F)F)CC(c2cccs2)N3)c(C(=O)OCC)c1C (configuration not stated)
  -8	-16%
- CN(C)C1(CNC(=O)C2CCN(S(=O)(=O)c3cc(Cl)ccc3Cl)CC2)CCCCC1
  4	i
- O=C(NCc1ccccc1)c1cc(-n2cnnc2)ccc1Cl
  /	?
- CSc1nc2[nH]c3c(c2c2nncn12)CC(C)(C)OC3
  /	?
- O=C(NC(CSCc1ccccc1)C(=O)N/N=C/c1ccc(O)cc1O)c1ccc([N+](=O)[O-])cc1 (configuration not stated)
  /	?
- CC(=O)Cc1nsc(NC(=O)c2ccc(-c3cc(C(F)(F)F)ccc3Cl)o2)n1
  /	?
- C/C(Cl)=C/Cn1c(=O)c2c(nc(Br)n2Cc2ccccc2)n(C)c1=O
  /	?
- Cc1cccc(NC(=O)CCc2nc3sc4c(c3c(=O)[nH]2)CCCC4)n1
  7	7%
- CCC1CN(C(=O)N2CCC(C(=O)NCc3ccc(C)o3)CC2)c2cc(C)ccc2O1 (configuration not stated)
  7	1%
- CCCCNC(=O)Nc1cc(C(F)(F)F)c[nH]c1=O
  /	?
- N=c1oc2ccccc2cc1-c1nc(-c2ccccc2)cs1
  -5	-2%
- CCn1c2ccccc2c2cc(NC(=O)COc3ccccc3)ccc21
  /	?
- Cc1onc(-c2ccccc2)c1C(=O)N1CCN(c2ccccc2F)CC1
  /	?
- CCC(=O)N1N=C(c2ccccc2)CC1c1ccccc1 (configuration not stated)
  /	?
- CC(NC(=O)COc1ncnc2cc([N+](=O)[O-])ccc12)c1ccccc1 (configuration not stated)
  /	?
- CC1(c2ccc(OC(F)F)cc2)NC(=O)N(CC(=O)Nc2ccc(F)cc2)C1=O (configuration not stated)
  /	?
- O=C(C(Cc1ccccc1)n1cccc1)N1CCN(C2CCCCC2)CC1 (configuration not stated)
  /	?
- O=C(Nc1ccccc1)c1nnsc1S(=O)c1ccc(Cl)cc1 (configuration not stated)
  /	?
- COc1ccccc1CNC(=O)C1CCN(C(=O)N(C)C)CC1
  /	?
- O=C(CN1C(=O)NC2(CCCCC2)C1=O)Nc1cccc(Cl)c1Cl
  /	?
- COc1ccc(-c2ccc(C#N)c(SCC(=O)OCc3ccccc3)n2)cc1OC
  -22	-16%

New compounds follow.
Order of values – S3 lipid droplet cell count max	S3 lipid droplet
- COc1cccc(CC(=O)Nc2nc(-c3cccnc3)cs2)c1
  /	?
- CCC(C)(C)n1nnnc1C(c1cccs1)N1CCN(c2nc3ccccc3s2)CC1 (configuration not stated)
  /	?
- C/C(=N\NC(=O)COc1ccccc1-c1ccccc1)c1ccc(O)cc1O
  -6	-13%
- O=C1CCCC(=O)N1c1ccc(N2CCOCC2)c([N+](=O)[O-])c1
  /	?
- CC1CN(C(=O)COC(=O)CSc2ccc([N+](=O)[O-])cc2)CC(C)O1 (configuration not stated)
  /	?
- CCC1=Nc2cc(C(=O)NCCN3CCCC3)ccc2Sc2ccccc21
  /	?
- CC(=O)Oc1ccc(N2C(=O)CCC2=O)cc1
  /	?
- Cc1ccc(C(=O)NCC(=O)Nc2cccc(S(=O)(=O)NC3=NCCCCC3)c2)cc1C
  -19	-8%[9.22 µM]
- O=C(c1ccco1)N1CCN(C(=O)N2c3ccccc3Sc3ccccc32)CC1
  /	?
- O=C1NC(=O)C(CC(=O)N(Cc2ccco2)C2(C(=O)NC3CCCC3)CCCCC2)N1 (configuration not stated)
  /	i
- CCOC(=O)CNc1ccc(C(=O)OCC)cc1[N+](=O)[O-]
  /	?
- O=C(Nc1ccc(F)cc1F)Nc1sccc1-c1nc2ccccc2s1
  2	5%
- O=C(NCc1ccccc1)C(=O)Nc1nc(C23CC4CC(CC(C4)C2)C3)cs1
  2	-9%
- COC(=O)C1SCC2C(=O)N(Cc3cccc(C)c3)CC(=O)N21 (configuration not stated)
  /	4%
- CC(=O)Nc1ccc(S(=O)(=O)NCCC(=O)NCC2COc3ccccc3O2)cc1 (configuration not stated)
  /	?
- COc1cccc(-n2cc(C(=O)NC(C)C)c3ccccc3c2=O)c1
  /	?
- COc1cc2c(cc1OC)C(c1cccc([N+](=O)[O-])c1)N(C(=O)CCC(=O)O)CC2 (configuration not stated)
  /	?
- COc1cc2c(C(=O)NCCCOC(C)C)cn(CC(C)C)c(=O)c2cc1OC
  -7	-9%
- CNc1c(NS(=O)(=O)c2ccc(CC(C)C)cc2)c(=O)oc2ccccc12
  /	?
- Cc1c(C(C)CCCO)oc(=O)c2c1Oc1c(C)c(C(C)C[C@H](C)O)oc(=O)c1C2 (some centres not stated)
  -7	1%
- O=C(CC1(O)C(=O)Nc2ccccc21)c1cccc(Br)c1 (configuration not stated)
  /	?
- COC(=O)c1ccc(OCC2NCCc3cc(OC)c(OC)cc32)cc1 (configuration not stated)
  /	?
- Cc1ccc(-c2c(C#N)c(N)nc3c2CCCCC3)o1
  /	?
- NC(=O)CCC(C(=O)O)N1C(=O)c2ccc(O)cc2C1=O (configuration not stated)
  /	?
- Cc1cc(NC(=O)c2ccccc2)nc(C)n1
  14	3%
- CCOc1ccc2nc(SCC(=O)c3ccc(O)cc3O)sc2c1
  1	9%
- CCOc1ccc(NC(=O)N2CCN(c3nc4ccccc4s3)CC2)cc1
  /	?
- C=CCNC(=O)c1cc(-c2ccc3c(c2)OCO3)on1
  /	?
- CCN(C(=O)C(C)Cl)c1ccccc1 (configuration not stated)
  /	?
- COc1ccc(Cl)cc1/C=N/NC(=O)c1c(-c2ccccc2)noc1C
  /	?
- O=C(COC(=O)c1cc([N+](=O)[O-])ccc1N1CCOCC1)NCCc1ccccc1
  /	?
- Cc1ccc(C)c(NC(=O)COC(=O)COc2cccc3c2OC(C)(C)C3)c1
  11	18%
- CCn1c(=O)c(C(=O)CN2CCN(S(=O)(=O)c3ccccc3)CC2)c(N)n(Cc2ccccc2)c1=O
  /	?
- O=C(COc1ccc(Cl)cc1)N(Cc1cccs1)C1CCS(=O)(=O)C1 (configuration not stated)
  11	-22%
- COc1ccc(OCCSc2nc3ccccc3n2CCC(=O)O)cc1
  /	?
- CC(C)(C)c1ccc(COc2ccsc2C(=O)O)cc1
  /	?
- O=C(C[n+]1ccccc1)N/N=C/c1cc(Br)ccc1O
  -14	-7%
- Cc1nnsc1C(=O)N1CCCC(C(=O)c2ccc(C(F)(F)F)cc2)C1 (configuration not stated)
  4	5%
- COC(=O)CSc1nnc(-c2c[nH]c3ccccc23)o1
  /	?
- CCCN(CCC)C1Sc2ccc(C(=O)OC)cc2NC1=O (configuration not stated)
  /	?

Record cards, as listed above. Screens in order: S3 lipid droplet cell count max | S3 lipid droplet
Profile of `O=C(COc1ccc(Cl)cc1)N(Cc1cccs1)C1CCS(=O)(=O)C1` (configuration not stated) = 11 | -22%
Profile of `COC(=O)CSc1nnc(-c2c[nH]c3ccccc23)o1` = / | ?

(more compounds)
Order of values – S3 lipid droplet cell count max	S3 lipid droplet
- COc1ccc(CNC(=O)COC(=O)c2cc(-c3ccco3)nc3ccccc23)cc1
  /	?
- CC(=O)c1cccc(NC(=O)CN(C)S(=O)(=O)c2cccc3nsnc23)c1
  2	i
- O=C(Cc1ccccc1)Nc1cccc(-c2nnc(-c3ccco3)o2)c1
  /	?
- Cc1ccc2c(C)c(C(=O)NCCN3CCOC3=O)oc2c1C
  /	?

Source: PubChem BioAssay

Some of the compounds tested; count on the stated rates, not on these rows.
